# TAAR1 antagonist: human TAAR1 antagonists, primary screen, Fluo-8 calcium fluorescence, CHO RD-HGA16 cells | Trace amine-associated receptor 1 (Homo sapiens), Q96RJ0 | antagonist | inhibition, % at 3 µM | 1.5% of 360,000 active;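 active = inhibition above a per-plate cutoff, the mean inhibition of test compounds on that plate plus 3 SD, cut at about 49% in these data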;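 also: 0% = DMSO plus EC80 beta-PEA response and 100% = DMSO alone without agonist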
# Target sequence (Q96RJ0 whole entry, looked up): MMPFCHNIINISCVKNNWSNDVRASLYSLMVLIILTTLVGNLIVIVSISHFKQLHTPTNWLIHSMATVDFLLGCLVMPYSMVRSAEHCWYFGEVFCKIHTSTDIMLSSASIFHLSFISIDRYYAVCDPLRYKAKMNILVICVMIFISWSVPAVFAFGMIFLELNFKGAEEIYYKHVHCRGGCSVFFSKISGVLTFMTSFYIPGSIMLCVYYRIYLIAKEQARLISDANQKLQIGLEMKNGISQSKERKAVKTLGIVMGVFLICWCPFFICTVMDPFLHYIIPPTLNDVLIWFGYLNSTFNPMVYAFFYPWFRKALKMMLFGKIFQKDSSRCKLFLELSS
#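 test system = CHO RD-HGA16 cells bearing hTAAR1 | replication = singlicate | controls = DMSO-only wells and EC80 β-PEA-stimulated wells | reagent = EC80 β-phenethylamine stimulus | read-out basis = percent inhibition of PEA-evoked calcium signal, max/basal emission ratio | schedule = seeding 17-24 h prior, 75-min 37 °C, 30-min RT dye loading | signal = kinetic Fluo-8 calcium fluorescence measurement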
# CHRM5 agonist: human M5 muscarinic receptor agonists, primary screen, CHO-K1 cells, Fluo-8 calcium fluorescence. CHO-K1 hM5 cells; 0% DMSO wells, 100% maximal acetylcholine response. AID 624037, 2012. activation, % at 3 µM. Muscarinic acetylcholine receptor M5 (Homo sapiens), P08912. 0.19% of 360,000 active;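 active = activation above the run's mean over test compounds plus 3 SD, cut at about 23% in these data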;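 also: signal is peak over basal fluorescence ratio across the kinetic read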
# Target sequence (P08912 whole entry, looked up): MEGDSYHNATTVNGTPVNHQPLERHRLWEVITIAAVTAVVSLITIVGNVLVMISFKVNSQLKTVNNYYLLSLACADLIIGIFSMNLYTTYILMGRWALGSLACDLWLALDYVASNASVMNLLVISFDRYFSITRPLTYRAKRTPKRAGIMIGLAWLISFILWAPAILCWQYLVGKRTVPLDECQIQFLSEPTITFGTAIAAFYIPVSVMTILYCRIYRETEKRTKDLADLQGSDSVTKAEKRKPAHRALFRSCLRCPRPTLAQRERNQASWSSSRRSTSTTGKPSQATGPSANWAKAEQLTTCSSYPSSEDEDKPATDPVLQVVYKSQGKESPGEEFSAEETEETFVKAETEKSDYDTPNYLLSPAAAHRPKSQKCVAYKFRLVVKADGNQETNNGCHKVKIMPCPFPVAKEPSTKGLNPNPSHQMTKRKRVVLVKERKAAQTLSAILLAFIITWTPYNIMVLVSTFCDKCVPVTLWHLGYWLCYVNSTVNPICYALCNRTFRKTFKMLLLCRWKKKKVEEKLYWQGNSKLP
# TAAR1 agonist: human TAAR1 agonists, primary screen, Fluo-8 calcium fluorescence, CHO RD-HGA16 cells. vehicle wells 0%, saturating PEA agonist 100%. activation, % at 3 µM. Trace amine-associated receptor 1 (Homo sapiens), Q96RJ0. 0.99% of 360,000 active;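 active = activation above the mean activation of all test compounds in the run plus 3 SD, cut at about 38% in these data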
#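 Test system: RD-HGA16 (CHO) cells co-expressing Gα16 and hTAAR1 | Doses: Single dose, 3 µM | Schedule: 17-24 h seeding, 75 min 37 °C dye, 30 min RT | Evaluation: % activation from peak over basal fluorescence ratio, DMSO-to-PEA scaled | Technique: Kinetic Fluo-8 calcium fluorescence | Benchmarks: Low control DMSO, high control PEA (EC100)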
# M1 PAM parental: nonselective calcium activators in parental CHO-K1 cells, primary screen, counter-screen for M1 PAM project, cell-based, Fluo-8 calcium fluorescence, full deck, 1536-well; ATP EC20; 0% at ATP EC20, 100% at ATP max; activation, % at 3 µM; 0.02% of 360,000 active;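 active = activation above the run cutoff, the mean activation of all test compounds plus 3 SD, cut at about 40% in these data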;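 also: peak over basal fluorescence ratio in a 140 s read after ATP addition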
# M4 PAM: human M4 muscarinic receptor positive allosteric modulators, primary screen, CHO-K1 cells, Fluo-8 calcium fluorescence | activation, % at 3 µM | CHO-K1 hM4/Gqi5, ACh EC20; 0% = ACh EC20, 100% = maximal ACh | AID 624126, 2012 | 0.4% of 360,000 active | Muscarinic acetylcholine receptor M4 (Homo sapiens), P08173;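 active = activation above its plate's cutoff, the mean activation of sample wells plus 3 SD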; also: some results filed as inactive read as strong as hits
# CRFBP-R2 block: antagonists of CRF-BP/CRF-R2 complex, primary screen, cell-based, HEK293, calcium dye fluorescence, uHTS; CRF-induced calcium fluorescence; inhibition, % at 11.8 µM; 0.59% of 350,000 active; AID 588475, 2011;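 active = inhibition of the ligand-induced calcium signal above about 50% at the single tested concentration, limit read from the data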
# CRFBP-R2 agonist: agonists of CRF-BP/CRF-R2 complex, primary screen, cell-based, HEK293, calcium dye fluorescence, uHTS. CRF-binding protein / CRF receptor 2 complex (human). calcium dye fluorescence (FLIPR); percent of saturating CRF peptide response. activation, % at 13.2 µM. 0.46% of 350,000 active. AID 588473, 2011;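 active = activation of at least 50%, plus an integration ratio under a set limit after plate pattern correction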;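 also: plate controls were neutral control wells without compound for no effect and CRF at EC100 for full effect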
# CHRM5 PAM: human M5 muscarinic receptor positive allosteric modulators, primary screen, CHO-K1 cells, Fluo-8 calcium fluorescence. Muscarinic acetylcholine receptor M5 (Homo sapiens), P08912. CHO-K1 hM5, ACh EC20 PAM; 0% = ACh EC20, 100% = ACh EC100. activation, % at 3 µM. 0.3% of 360,000 active;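 active = activation above the run cutoff, the mean activation of all test compounds plus 3 SD, cut at about 18% in these data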
#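 Assay system: CHO-K1 hM5 cells / Incubation: Fluo-8 loading 80 min at 37 °C plus 30 min room temperature / Technique: Fluo-8 calcium dye fluorescence, kinetic read / Repeats: single replicate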
# M5 antag: human M5 muscarinic receptor antagonists, primary screen, CHO cells, Fluo-8 calcium fluorescence | inhibition, % at 3 µM | AID 624040, 2012 | 0.59% of 360,000 active | CHO-hM5 cells, ACh EC80 | Muscarinic acetylcholine receptor M5 (Homo sapiens), P08912;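 active = inhibition above a per-plate cutoff, the mean of that plate's test compounds plus 3 SD, cut at about 27% in these data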;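 also: 0% = acetylcholine EC80 with DMSO and 100% = DMSO without agonist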
# * = called active by the depositor; . = not tested or not shown.
# Below each compound – TAAR1 antagonist | CHRM5 agonist | TAAR1 agonist | M1 PAM parental | M4 PAM | CRFBP-R2 block | CRFBP-R2 agonist | CHRM5 PAM | M5 antag
- COc1ccc(C(c2nnnn2C(C)(C)C)N2CCN(c3nc4ccccc4s3)CC2)cc1 (stereo unspecified)
 : -14 | -3 | 6 | 12 | 6 | 4 | -2.2 | -3 | -3
- Cc1cccc(NC(=S)NCCC(c2ccccc2)c2ccccc2)c1
 : 12 | -4 | 2 | 16 | -6 | 3 | 7.8 | -10 | 16
- C=CCn1c(SC(C)C(=O)Nc2ccc(F)c(F)c2F)nnc1C1CC1 (stereo unspecified)
 : -33 | 1 | 4 | -6 | -2 | 4 | 0.0 | -2 | 1
- COc1cc(-c2nnc(COC(=O)c3ccc([N+](=O)[O-])o3)o2)cc(OC)c1OC
 : 10 | 1 | 2 | 8 | 3 | 1 | -0.2 | -4 | 7
- CCCCN(C(=O)CSc1nn(-c2ccc(F)cc2)c(=S)s1)c1c(N)n(CCCC)c(=O)[nH]c1=O
 : -25 | 0 | 0 | 19 | 9 | 2 | -0.8 | -2 | -6
- COc1cc(C2c3c(oc4ccccc4c3=O)C(=O)N2Cc2ccncc2)ccc1O (stereo unspecified)
 : -23 | 0 | 3 | -6 | -8 | 6 | 1.3 | -7 | 1
- CCCCCCCC(=O)NNC(=O)c1c(O)c2ccccc2[nH]c1=O
 : -20 | -1 | 11 | 7 | 0 | 6 | 0.5 | 4 | 2
- CO/N=C/C(c1ccc(Cl)nc1)S(=O)(=O)c1ccccc1 (stereo unspecified)
 : 3 | -1 | 1 | -3 | 4 | 7 | 0.0 | -1 | 8
- Cc1cccc(N2C(S)=C(C#N)C(=O)NC2c2ccco2)c1 (stereo unspecified)
 : 3 | 4 | 7 | 18 | 8 | -10 | 2.1 | 10 | 3
- CCN(CC)c1ccc(/C=N/NC(=O)c2nnn(-c3nonc3N)c2C(C)C)c(O)c1
 : 16 | 0 | 1 | -3 | -3 | -7 | -0.8 | -7 | 12
- CCCCC1(C)NC(=O)N(CC(=O)Nc2ccc(S(=O)(=O)N3CCOCC3)cc2)C1=O (stereo unspecified)
 : -5 | -11 | 15 | 16 | 9 | 4 | -1.6 | 5 | 3
- O=C(Nc1ccccc1C(=O)NC1CCCCC1)c1ccco1
 : 1 | -4 | 7 | 12 | 4 | -3 | -1.0 | 1 | 0
- Cc1cc(Cl)ccc1NC(=O)C1CCN(S(C)(=O)=O)CC1
 : -18 | -1 | 1 | -8 | -7 | 0 | -1.5 | 4 | 5
- O=C(Nc1ccn(CCCNCc2ccc3c(c2)OCO3)c(=O)n1)OCc1ccccc1
 : 10 | -2 | -1 | 11 | -2 | 110* | 0.9 | -5 | 11
- Cc1cccc(NC(=O)Nc2ccc(S(N)(=O)=O)cc2)c1
 : 2 | -1 | 13 | 6 | -3 | -13 | 0.6 | -1 | 2
- CCOC(=O)c1ccc(NC(=O)c2ncn3c2C(=O)NC[C@H]3C)cc1
 : 2 | 0 | 0 | 24 | 11 | 6 | -0.3 | 0 | 1
- C[C@H]1CN([C@@H](C)CO)C(=O)c2cccc(NC(=O)C3CC3)c2O[C@H]1CN(C)S(=O)(=O)c1cccs1
 : -22 | 0 | 5 | 26 | 13 | -13 | 1.5 | 3 | -5
- Cc1ccc(C(=O)SC2=NCCS2)cc1
 : -17 | -2 | 4 | 9 | 4 | -9 | 0.7 | -2 | -6
- Brc1cccc(CN2CCCCCC2)c1
 : -24 | -23 | 1 | 21 | -6 | 1 | -2.1 | -1 | -2
- CC(Nc1cc(N2CCCC2)ccc1[N+](=O)[O-])c1ccccc1 (stereo unspecified)
 : 7 | -3 | 6 | 18 | -3 | 7 | -2.1 | -1 | -4
- CCN(CC)c1ncnc2scc(C3COc4ccccc4O3)c12 (stereo unspecified)
 : 53* | -6 | 7 | 16 | -2 | 8 | 1.2 | -9 | 10
- O=C(Nc1ccc(F)cc1)C(c1ccncc1)N1CCN(c2cccc(C(F)(F)F)n2)CC1 (stereo unspecified)
 : -17 | -2 | 3 | . | 8 | . | . | -4 | 3
- O=C(CN1C(=O)c2cccnc2Oc2ccc(Cl)cc21)N1CCOCC1
 : -13 | 0 | 4 | -5 | -1 | -1 | 1.5 | -4 | 8
- COc1cccc(N2CCN(C(=O)c3oc4ccccc4c3NC(=O)CCc3cc(OC)no3)CC2)c1
 : 18 | -3 | 1 | -9 | -6 | 13 | -0.6 | -5 | 4
- O=C(CSc1nnc(-c2cccnc2)n1Cc1ccco1)N1c2ccccc2Sc2ccccc21
 : -19 | 1 | 16 | 7 | -3 | -4 | -0.8 | -6 | 2
- COc1ccc(OCC(=O)Nc2ccncc2)cc1
 : -16 | 8 | 4 | -20 | -7 | 14 | -0.2 | 0 | 4
- COc1ccccc1N1CCN(C(=O)COc2ccc(Cl)cc2)CC1
 : 16 | 1 | 7 | 20 | -7 | -8 | 0.0 | -3 | 2
- CCN(CC(=O)Nc1ccc2c(c1)OCCO2)C(=O)/C=C/c1ccc([N+](=O)[O-])cc1
 : 1 | -1 | 9 | 13 | -2 | 1 | -1.9 | -3 | 9
- CCN(c1ccccc1)S(=O)(=O)c1ccc2c(c1)CC(C)N2C(=O)C1CC1 (stereo unspecified)
 : 13 | 0 | 6 | 9 | -8 | 11 | -2.0 | -9 | 27*
- N#CCSc1nc2ccccc2c(=O)n1CCCC(=O)NCc1ccco1
 : -14 | 0 | 2 | 18 | 0 | 3 | 0.1 | 1 | 5

# Entries above that contain a thiophene ring, fused or not:
# Below each compound – TAAR1 antagonist | CHRM5 agonist | TAAR1 agonist | M1 PAM parental | M4 PAM | CRFBP-R2 block | CRFBP-R2 agonist | CHRM5 PAM | M5 antag
- C[C@H]1CN([C@@H](C)CO)C(=O)c2cccc(NC(=O)C3CC3)c2O[C@H]1CN(C)S(=O)(=O)c1cccs1
 : -22 | 0 | 5 | 26 | 13 | -13 | 1.5 | 3 | -5
- CCN(CC)c1ncnc2scc(C3COc4ccccc4O3)c12 (stereo unspecified)
 : 53* | -6 | 7 | 16 | -2 | 8 | 1.2 | -9 | 10

# Three compounds out of the list above, ordered by the number in CRFBP-R2 block, rising:
canonical_smiles	CRFBP-R2 block
CCN(CC)c1ncnc2scc(C3COc4ccccc4O3)c12 (stereo unspecified)	8
CCN(c1ccccc1)S(=O)(=O)c1ccc2c(c1)CC(C)N2C(=O)C1CC1 (stereo unspecified)	11
COc1ccc(OCC(=O)Nc2ccncc2)cc1	14

# More records follow.
mol | TAAR1 antagonist | CHRM5 agonist | TAAR1 agonist | M1 PAM parental | M4 PAM | CRFBP-R2 block | CRFBP-R2 agonist | CHRM5 PAM | M5 antag
O=C(CCc1ccc(S(=O)(=O)N2CCOCC2)cc1)N/N=C/c1ccc(F)cc1F | -13 | 1 | 2 | -16 | -3 | -19 | 1.5 | 8 | -2
Cn1ncc(Br)c1N1C(=O)CCC1=O | -20 | 4 | 5 | 14 | 5 | 3 | 0.1 | 7 | -6
O=C(CSc1nnc(CNC(=O)c2c(F)cccc2F)o1)NCc1ccc2c(c1)OCO2 | 7 | 0 | 0 | 22 | 3 | 5 | -0.6 | 2 | 1
CCn1c2ccccc2c2cc(Nc3cc(C)nc4ncnn34)ccc21 | -21 | -5 | 4 | -6 | 11 | 0 | -0.9 | -4 | 0
c1ccc(CNc2nc3ccccc3n3cnnc23)cc1 | -17 | 3 | 2 | 15 | -5 | -4 | -0.5 | 0 | 4
COc1ccc(OCC(=O)Nc2ccc(N3CCOCC3)cc2)c([N+](=O)[O-])c1 | -6 | 4 | 6 | 12 | -3 | -18 | 1.3 | 5 | -3
Cc1ccc(NC(=O)CC(NCC2CCCO2)C(=O)O)cc1C (stereo unspecified) | -17 | -1 | 1 | 14 | 4 | -12 | -2.0 | -3 | -8
Cc1ccc(C(=O)CSc2nc3ccccc3c(=O)[nH]2)cc1C | 20 | -3 | 3 | -8 | 1 | 6 | -1.3 | -6 | -8
COc1ccc(-c2cc(C(F)(F)F)nc(SCC(=O)Nc3ccc4c(c3)OCO4)n2)cc1OC | -8 | 0 | 0 | -7 | 3 | 0 | 0.5 | 10 | -2
Cc1onc(-c2c(F)cccc2Cl)c1C(=O)Nc1cccc(S(=O)(=O)N2CCCCC2)c1 | 60* | . | 21 | . | . | 4 | 0.3 | . | .
Cc1cc2ncn(/N=C/c3ccc([N+](=O)[O-])s3)c2cc1C | -11 | 1 | 3 | 17 | 9 | -26 | -1.2 | 4 | -2
O=C(CNC(=O)CNC(=O)c1ccc(Cl)cc1Cl)NCc1cccc(Cl)c1 | -11 | -2 | 3 | 0 | -7 | 5 | -1.9 | -3 | 0
COc1ccc(CCNC(=O)CNS(=O)(=O)c2ccc(Br)s2)cc1OC | 20 | 2 | 1 | 11 | -3 | -2 | -2.4 | -6 | 7
CC1CCCN(C(=O)CCNS(=O)(=O)c2ccc3c(c2)c(=O)n(C)c(=O)n3C)C1 (stereo unspecified) | -11 | -1 | 5 | -13 | 15* | 6 | -0.3 | 7 | -4
CCOC(=O)C1=CCN(S(=O)(=O)c2ccc(C)cc2)C1c1ccc(Cl)cc1 (stereo unspecified) | 8 | -3 | -1 | 14 | -9 | . | . | -9 | 10
COc1ccc(-c2cc(C(=O)Nc3c(C)nn(Cc4ccccc4Cl)c3C)no2)cc1OC | 21 | 2 | 21 | 40 | 6 | 7 | 2.4 | 12 | -14
O=C(COC(=O)C1c2ccccc2Oc2ccccc21)NC1CCS(=O)(=O)C1 (stereo unspecified) | 8 | -9 | 5 | 14 | 2 | -6 | -2.0 | -3 | 1
Cc1cc(C)cc(N2C(=O)CN(Cc3sccc3C)C2=S)c1 | -11 | -6 | 2 | 16 | 4 | -3 | 0.9 | -5 | -7
Cc1noc(C)c1S(=O)(=O)N1CCCC1C(=O)NC(C)(C)C (stereo unspecified) | -9 | -4 | 2 | 11 | 6 | 10 | -2.3 | -3 | 5
CCCN(CC1CC1)C(=S)Nc1ccc(Oc2ccccc2)cc1 | 8 | -3 | 3 | 8 | -7 | -6 | -0.3 | -13 | -5
COc1ccccc1CNS(=O)(=O)c1cc(C)ccc1OC | -4 | -1 | 12 | 14 | 2 | 4 | -1.9 | -1 | -9
Cc1nc2ccc(C(=O)N3c4ccccc4CC3C)cc2s1 (stereo unspecified) | -7 | 1 | 1 | -11 | 7 | -15 | 0.4 | 8 | 11

# Screens: PubChem, several laboratories

# Compounds as they come. Share with any hit: about 4.2%.
